OPRM1-OPRD1 inv: inverse agonist of human OPRM1-OPRD1 heterodimerization. cell-based MOR-DOR heterodimer luminescence, inverse agonism. inhibition, % at 9.3 µM. actives 0.21% (n = 340,000). AID 504357; in the data active means inhibition above about 22%, passing the limit was not always enough;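 further: 0% = cells with DMSO and 100% = wells without cells with DMSO; values of inactives mirror those of a sister screen read the other way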
PKA-R2B act: activates the human PKA-R2B holoenzyme complex; P22694+P31323; PKA-R2B holoenzyme dissociation, Cy5-IP20 fluorescence polarization; R2B truncated from residue 108, S112A mutant; 0% DMSO only, 100% 113 µM cGMP; activation, % at 11.4 µM; actives 0.079% (n = 340,000); AID 504700;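 active means activation above a cutoff set at the mean over all compounds plus 3 SD, cut at about 18% in these data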;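 further: higher means more holoenzyme dissociation and a rise in polarization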
Arr AP2 block: human beta-arrestin and AP2 interaction inhibition; actives 0.31% (n = 340,000); AID 504490; FITC-arrestin peptide / GST-AP2 beads, flow cytometry; AP2 beta2 appendage carries R879A mutation; inhibition, % at 10 µM;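 active means inhibition above a set limit, near 3 SD of compounds lacking own fluorescence, cut at about 54% in these data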;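 further: plate controls were DMSO wells for no effect and 5 µM unlabelled arrestin peptide for full effect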
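Material – AP2 appendage R879A on GSH beads · Buffer or medium – PBS with 0.05% Tween 20 and 0.1% BSA · Probe or stimulus – fluorescein-tagged arrestin peptide at 50 nM final · Incubation – compound with beads 12 min RT, then probe 1 h RT · Detection – high-throughput flow cytometry of beads, ex 488, em 535 nm · Evaluation – percent response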
Pemphigus Ab inh: blocks pemphigus antibody binding to human desmoglein-3; P32926; DSG3-coupled beads, scFv-anti-DSG3-GFP binding, flow cytometry; active compounds read low; binding (percent of control), % at 10 µM; actives 0.48% (n = 310,000); AID 588358;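 active means binding more than 3 SD below its plate's average and above zero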;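 further: hits lower antibody fragment binding to DSG3; some compounds called inactive have numbers as strong as hits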
HTR5A inv ctr: inverse agonist of human HTR5A in OPRM1-OPRD1 counter-screen; inhibition, % at 9.3 µM; P47898; HTR5A cell line, luminescence, inverse agonism; AID 504634; actives 0.083% (n = 340,000); in the data active means inhibition mostly above about 23%, no sharp cut-off; inactive means mostly below about 18%;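 further: 0% = cells with DMSO and 100% = no-cell wells with DMSO; some compounds called inactive have numbers as strong as hits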
Target sequence (P47898 whole entry, looked up): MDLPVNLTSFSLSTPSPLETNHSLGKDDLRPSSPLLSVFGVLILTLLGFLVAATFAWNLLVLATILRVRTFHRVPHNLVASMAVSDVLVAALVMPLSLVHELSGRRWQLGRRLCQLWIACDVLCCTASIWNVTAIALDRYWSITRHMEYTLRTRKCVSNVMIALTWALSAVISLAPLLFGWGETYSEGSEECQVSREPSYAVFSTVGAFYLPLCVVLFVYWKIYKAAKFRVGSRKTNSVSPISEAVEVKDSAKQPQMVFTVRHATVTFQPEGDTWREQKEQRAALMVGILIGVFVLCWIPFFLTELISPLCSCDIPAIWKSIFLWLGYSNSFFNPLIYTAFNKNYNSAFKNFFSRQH
DAGLB inhibitor: diacylglycerol lipase beta (human) inhibition | inhibition, % at 5.17 µM | AID 504411 | actives 0.059% (n = 340,000) | HEK293T DAGLB membrane lysate, EnzChek fluorogenic substrate; in the data active means inhibition above about 34%;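 further: 0% = enzyme with vehicle and 100% = wells lacking enzyme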
PKA-R1A activ: PKA-R1A complex activation; PKA-R1A dissociation, Cy5-IP20 fluorescence polarization; scaled: DMSO 0%, 113 µM cGMP 100%; activation, % at 11.4 µM; actives 0.083% (n = 340,000); AID 504707;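 active means percent activation above the mean of all tested compounds plus 3 SD, cut at about 19% in these data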;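 further: higher means more PKAc released from R1A so a rise in polarization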
OPRM1-OPRD1 ag: OPRM1-OPRD1 heterodimerization agonism. P35372+P41143. cells, luminescence. activation, % at 9.3 µM. actives 0.3% (n = 340,000). AID 504326; in the data active means activation above about 18%;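 further: 0% = vehicle-treated cells and 100% = reference agonist; values of inactives mirror those of a sister screen read the other way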
V-ATPase pHluor: alters yeast V-ATPase proton transport; S. cerevisiae, pHLuorin cytosolic pH fluorescence; response, % at 10 µM; actives 0.37% (n = 350,000); AID 504577; in the data active means response mostly above about 7.3%, no sharp cut-off; inactive means mostly below about 5.4%; further: actives read high; inactives centre near 0; some compounds called inactive have numbers as strong as hits; reference of the scale not given here
HTR5A ag ctr: HTR5A agonism, opioid heterodimer counter-screen | P47898 | HTR5A agonist assay, luminescence, cell-based | activation, % at 9.3 µM | actives 0.61% (n = 340,000) | AID 504692; in the data active means activation mostly above about 9.5%, no sharp cut-off; inactive means mostly below about 7.6%;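 further: 0% = cells with vehicle only and 100% = reference agonist; strong numbers were not always called active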
The depositor's hits bear a star; · = not tested or not shown.

SMILES	OPRM1-OPRD1 inv	PKA-R2B act	Arr AP2 block	Pemphigus Ab inh	HTR5A inv ctr	DAGLB inhibitor	PKA-R1A activ	OPRM1-OPRD1 ag	V-ATPase pHluor	HTR5A ag ctr
COc1ccc(CCNC(=O)COc2cccc3c2OC(C)(C)C3)cc1OC	16.7	5.1	-10.1	103.6	-14.7	-2.4	0.5	-3.4	0.1	1.8
COc1ccc(CNC2CCCCC2C)c(OC)c1 (configuration not stated)	-3.2	8.9	-2.4	104.5	19.6	-2.4	11.6	0.6	1.7	2.5
c1ccc2oc(-c3csc(N4CCOCC4)n3)cc2c1	-3.7	4.5	13.0	116.9	-2.8	-3.7	-1.6	0.8	1.2	1.0
CN(Cc1ccccc1)C(=O)C1CCN(S(=O)(=O)c2ccc3nc4c(c(C(=O)O)c3c2)CCCC4)CC1	2.7	4.1	30.4	·	2.3	2.6	-8.4	-0.5	-2.0	-0.6
COc1ccc(NC(=O)C2CCCN(C(=O)Nc3ccc(F)cc3)C2)cc1OC (configuration not stated)	6.7	-2.0	4.2	107.8	-26.9	-1.4	-4.2	-1.3	7.3	9.5
COCCN(C(=S)Nc1cccc(OC)c1)C(C)c1cccs1 (configuration not stated)	2.0	-3.6	40.9	101.8	13.4	-16.0	-4.1	-0.3	1.9	-3.9
O=C1OC(c2ccc(F)cc2)=N/C1=C\c1ccc(Br)o1	12.1	2.1	-3.5	101.0	8.2	-2.6	-2.8	-2.3	-2.4	-3.3
CCCCC(=O)N1CC(=O)Nc2ccc(F)cc2C1c1ccccc1 (configuration not stated)	11.8	1.1	10.2	92.7	-0.1	1.3	0.0	-2.6	0.9	0.0
COCCCNC(=O)c1cc2cc(Br)ccc2oc1=O	9.5	-6.2	-5.7	105.2	7.6	-0.2	-12.9	-1.9	-1.8	-2.7
CC1CCN(S(=O)(=O)c2ccc3c(c2)C(Cl)(Cl)C(=O)N3)CC1	·	3.0	·	106.2	·	7.4	14.4	·	0.3	·
Cc1nonc1CN(C)C(=O)c1ccc(OC2CCN(C(=O)c3cccnc3)CC2)cc1	-4.7	-3.0	-14.8	92.4	7.9	-3.8	-3.6	1.0	3.9	-3.1
C=CCOc1ccc(C(=O)Nc2ccc3c(c2)n(C)c(=O)n3C)cc1	13.8	1.2	0.4	97.2	-7.1	-5.0	-2.3	-2.9	-0.8	1.9
COc1cc(C=O)ccc1Oc1nnnn1-c1ccc(C(N)=O)cc1	3.6	-0.7	7.7	102.6	-15.6	3.6	-3.5	-0.7	-4.7	-1.9
Cn1c(CNC(=O)CNC(=O)c2ccccc2F)cc(=O)n(C)c1=O	16.7	-7.3	-7.8	95.5	-6.5	0.3	-0.8	-3.3	0.6	-1.0
COc1cc(CNC(C)c2ccccc2)cc(Br)c1OCc1ccc(F)cc1 (configuration not stated)	-100.2	-14.1	-11.9	134.6	-1.0	-12.6	-18.7	20.9*	2.4	0.3
COC(=O)Cc1ccc(NC(=O)c2ccc3c(c2)C(=O)N(Cc2ccco2)C3=O)cc1	-6.8	2.4	-4.8	107.0	-7.1	-1.2	2.9	2.1	1.1	5.1
CCOc1ccc(N(Cc2ccccc2F)C2=NC3CS(=O)(=O)CC3S2)cc1 (configuration not stated)	9.7	-3.0	2.1	106.0	-4.5	2.4	-0.3	-1.6	-1.0	0.2
Cc1nc2c(cnn2CCO)c(=O)[nH]1	10.2	5.9	16.3	127.9	12.9	0.3	1.3	-1.9	1.0	-3.1
COc1ccc2c(=O)cc(C(F)(F)C(F)(F)F)oc2c1	7.6	-18.7	-2.9	101.7	-16.7	3.2	4.3	-1.3	-0.9	-3.3
Cc1c(CC(=O)O)c(=O)oc2cc3oc4c(c3cc12)CCCC4	12.3	2.6	35.1	94.9	10.8	-0.4	4.1	-2.4	-1.7	4.1

The final 6 entries of the section above open the next one:
SMILES	OPRM1-OPRD1 inv	PKA-R2B act	Arr AP2 block	Pemphigus Ab inh	HTR5A inv ctr	DAGLB inhibitor	PKA-R1A activ	OPRM1-OPRD1 ag	V-ATPase pHluor	HTR5A ag ctr
COc1cc(CNC(C)c2ccccc2)cc(Br)c1OCc1ccc(F)cc1 (configuration not stated)	-100.2	-14.1	-11.9	134.6	-1.0	-12.6	-18.7	20.9*	2.4	0.3
COC(=O)Cc1ccc(NC(=O)c2ccc3c(c2)C(=O)N(Cc2ccco2)C3=O)cc1	-6.8	2.4	-4.8	107.0	-7.1	-1.2	2.9	2.1	1.1	5.1
CCOc1ccc(N(Cc2ccccc2F)C2=NC3CS(=O)(=O)CC3S2)cc1 (configuration not stated)	9.7	-3.0	2.1	106.0	-4.5	2.4	-0.3	-1.6	-1.0	0.2
Cc1nc2c(cnn2CCO)c(=O)[nH]1	10.2	5.9	16.3	127.9	12.9	0.3	1.3	-1.9	1.0	-3.1
COc1ccc2c(=O)cc(C(F)(F)C(F)(F)F)oc2c1	7.6	-18.7	-2.9	101.7	-16.7	3.2	4.3	-1.3	-0.9	-3.3
Cc1c(CC(=O)O)c(=O)oc2cc3oc4c(c3cc12)CCCC4	12.3	2.6	35.1	94.9	10.8	-0.4	4.1	-2.4	-1.7	4.1
Cc1cc(=O)oc(C)c1C(=O)OCC(=O)c1ccc2ccccc2c1	-4.0	9.9	23.3	·	-6.1	2.3	1.4	0.6	-3.6	2.5
CC1=CCC2COC(c3ccc[n+](Cc4ccccc4)c3)C1C2 (configuration not stated)	13.7	-1.8	7.2	98.5	-17.4	0.9	-0.2	-2.7	2.9	3.2
C/C(=N/O)c1ccc2c(c1)OCCOCCOc1cc(/C(C)=N/O)ccc1OCCOCCO2	-7.6	5.4	-1.6	104.5	2.1	-1.3	-7.6	1.6	-5.4	1.6
C=CCn1c(SCC(=O)N2CCN(C(=O)c3ccco3)CC2)nc2sc(CC)cc2c1=O	-5.9	-11.5	2.7	104.1	-12.7	2.9	-7.4	1.1	1.6	7.8
O=C(Nc1cccc(Cl)c1)c1cnc[nH]1	3.8	-2.8	13.2	107.8	-15.7	0.3	0.3	-0.8	0.0	4.1
